MBD2 inh = MBD2-methylated oligo binding inhibition; Q9UBB5; TR-FRET, MBD2 binding to methylated oligonucleotide; inhibition, % at 4.4 µM; hit rate 0.31% among 370,000; AID 686964; in the data active means inhibition above about 13%
UHRF1 binding = human UHRF1 methylated DNA binding inhibitors; UHRF1 binding to methylated oligo, TR-FRET; hit rate 0.75% among 370,000; inhibition, % at 4.4 µM; AID 687016; Q96T88; in the data active means inhibition above about 21%;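 further: UHRF1 SRA domain binding a hemimethylated CpG hairpin DNA probe; 0% = median of test compound wells and 100% = reference inhibitor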
Rev-erbA mod = Rev-erb alpha (human) modulation; Rev-erbα–FITC-DNA binding, fluorescence polarization, 90 min; AID 1259318; hit rate 0.79% among 370,000; P20393; activity, % at 10 µM;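 active means activity above about 14%, limit read from the data; passing the limit was not always enough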;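 further: 0% = DMSO wells with 35 nM protein and 100% = DMSO wells with 750 nM protein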
Target sequence (P20393 whole entry, looked up): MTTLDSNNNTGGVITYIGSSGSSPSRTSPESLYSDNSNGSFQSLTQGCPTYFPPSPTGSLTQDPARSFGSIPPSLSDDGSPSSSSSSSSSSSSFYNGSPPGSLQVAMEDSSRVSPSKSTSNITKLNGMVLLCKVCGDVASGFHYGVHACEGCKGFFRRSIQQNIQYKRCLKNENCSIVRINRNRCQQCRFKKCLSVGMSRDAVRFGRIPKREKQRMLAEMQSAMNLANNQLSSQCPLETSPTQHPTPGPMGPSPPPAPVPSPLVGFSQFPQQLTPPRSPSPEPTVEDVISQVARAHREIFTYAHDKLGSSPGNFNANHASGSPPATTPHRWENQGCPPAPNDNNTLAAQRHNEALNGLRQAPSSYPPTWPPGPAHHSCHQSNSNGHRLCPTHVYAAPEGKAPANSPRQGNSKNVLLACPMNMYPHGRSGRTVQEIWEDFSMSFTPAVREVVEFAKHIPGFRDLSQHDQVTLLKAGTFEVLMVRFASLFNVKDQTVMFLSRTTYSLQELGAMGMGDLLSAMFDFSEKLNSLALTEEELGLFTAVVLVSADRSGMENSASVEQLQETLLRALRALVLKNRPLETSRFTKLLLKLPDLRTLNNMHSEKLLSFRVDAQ
LEDGF integ inh = blocks HIV-1 LEDGF/p75-dependent DNA integration | TR-FRET IN-LEDGF/p75 DNA integration, Eu/Cy5 | inhibition, % at 3.7 µM | hit rate 0.64% among 370,000 | AID 743269;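 active means inhibition above the screen-wide mean plus 3 SD, cut at about 13% in these data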;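 further: signal is the Cy5 over europium emission ratio at 671 and 618 nm; 0% = plate median of compound wells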
rCAG RNA binder = r(CAG) repeat RNA binding | inhibition, % at 3 µM | TO-PRO-1 dye displacement fluorescence | hit rate 1.3% among 370,000;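 active means inhibition above the plate cutoff, the mean of all test compounds on that plate plus 3 SD, cut at about 35% in these data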;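 further: 0% = DMSO alone and 100% = 100 µM mitoxantrone as full dye displacement; higher means more dye released from RNA so lower well fluorescence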
TCR-CD3 inh = blocks the human TCR-CD3 interaction. hit rate 0.37% among 360,000. inhibition, % at 9.4 µM. TAMRA-labeled TCR probe fluorescence, biochemical; in the data active means inhibition above about 19%;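 further: recombinant mutant TCR 2C K166C tagged with TAMRA read by polarization; 0% = receptor in buffer alone and 100% = receptor with positive control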
PG9 Ab binder = small molecules binding HIV-1 gp120 antibody PG9; TR-FRET gp120-PG9 antibody binding; inhibition, % at 6.7 µM; hit rate 0.43% among 360,000; AID 624416; in the data active means inhibition above about 8.5%
HTRA1 inh = blocks human HTRA1 serine peptidase | recombinant HTRA1, FP-rhodamine activity-based probe, fluorescence polarization | inhibition, % at 5.96 µM | hit rate 0.5% among 340,000 | AID 504803; in the data active means inhibition above about 36%;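 further: 0% = enzyme with DMSO and 100% = wells lacking enzyme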
mABHD4 FP = inhibits mouse alpha/beta hydrolase domain 4; Q8VD66; purified mABHD4, FP-Rh probe fluorescence polarization; inhibition, % at 8.92 µM; hit rate 0.54% among 370,000;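 active means inhibition exceeding the mean over every tested compound plus 3 SD, cut at about 30% in these data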;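 further: 0% = plate median of compound wells and 100% = S159A mutant with DMSO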
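Test system: mABHD4 protein; Read-out basis: % inhibition; Incubation: 45 min + 60 min at 25 °C; Repeats: single replicate; Technique: fluorescence polarization with parallel and perpendicular emission, 525/598 nm; Compound: 8.92 µM, single dose; Benchmarks: full inhibition S159A mutant plus DMSO, zero as sample-well median.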
PRMT1 FP inh = blocks human protein arginine methyltransferase 1. Q99873. recombinant PRMT1, activity-based probe fluorescence polarization. inhibition, % at 2.79 µM. hit rate 1.3% among 370,000. AID 652257;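 active means inhibition above about 21% made by adding two undisclosed values, limit read from the data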
Target sequence (Q99873 whole entry, looked up): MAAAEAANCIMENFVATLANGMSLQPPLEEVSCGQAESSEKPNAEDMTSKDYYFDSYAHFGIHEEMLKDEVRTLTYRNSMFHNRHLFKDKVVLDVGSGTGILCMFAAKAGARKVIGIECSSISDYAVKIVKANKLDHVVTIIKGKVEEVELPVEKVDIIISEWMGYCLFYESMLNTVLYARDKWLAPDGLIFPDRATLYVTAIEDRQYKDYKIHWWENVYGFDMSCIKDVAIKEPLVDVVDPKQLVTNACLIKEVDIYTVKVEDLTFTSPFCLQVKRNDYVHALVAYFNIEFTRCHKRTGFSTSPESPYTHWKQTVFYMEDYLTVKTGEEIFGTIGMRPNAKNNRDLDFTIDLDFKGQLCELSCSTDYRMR
An asterisk follows results filed as active. Only part of the results is shown; rates above refer to the full screens.

For COc1cccc(Cn2cccc(NC(=O)NC3CCCCC3)c2=O)c1 the results were MBD2 inh -11, UHRF1 binding -8, Rev-erbA mod 2, LEDGF integ inh 2, rCAG RNA binder 2, TCR-CD3 inh -2, PG9 Ab binder -3.5, HTRA1 inh -11, mABHD4 FP 10 and PRMT1 FP inh 1.
For O=C(Nc1ccc(Cl)cc1)[C@@H]1[C@@H]2C(=O)N(c3ccc4ccccc4c3)C(=O)[C@@H]2[C@H]2C=CC=NN21 the results were MBD2 inh 0, UHRF1 binding -2, Rev-erbA mod -3, LEDGF integ inh -1, rCAG RNA binder 33, TCR-CD3 inh -1, PG9 Ab binder -0.3, HTRA1 inh -26, mABHD4 FP -9 and PRMT1 FP inh 3.
For Cc1cccc(C(=O)NCC(=O)OCc2nc(N)nc(Nc3ccccc3C)n2)c1 the results were MBD2 inh 1, UHRF1 binding -1, Rev-erbA mod -1, LEDGF integ inh -1, rCAG RNA binder -1, TCR-CD3 inh -5, PG9 Ab binder -1.0, HTRA1 inh -10, mABHD4 FP 7 and PRMT1 FP inh 1.
Screening Cc1cc(C)cc(N(C(=O)CNC(=O)c2ccco2)C(C(=O)NC2CCCC2)c2ccncc2)c1 (configuration not stated) returned MBD2 inh -3, UHRF1 binding 7, Rev-erbA mod -2, LEDGF integ inh -4, rCAG RNA binder 1, TCR-CD3 inh -8, PG9 Ab binder 1.1, HTRA1 inh 0, mABHD4 FP 2 and PRMT1 FP inh 3.
Screening COc1ccc(-n2c(SCC(=O)N/N=C(/C)c3cccc(O)c3)nc3ccccc3c2=O)cc1 returned MBD2 inh -3, UHRF1 binding 1, Rev-erbA mod -3, LEDGF integ inh -1, rCAG RNA binder 8, mABHD4 FP -5 and PRMT1 FP inh 5.
Screening O=C(COc1cc(Cl)c(Cl)cc1Cl)Nn1cnnc1 returned MBD2 inh 5, UHRF1 binding -2, Rev-erbA mod 0, LEDGF integ inh -2, rCAG RNA binder 0, TCR-CD3 inh 6, PG9 Ab binder 0.4, HTRA1 inh 5, mABHD4 FP 6 and PRMT1 FP inh 1.
For COc1ccc(C(=O)Nc2ccccc2N2CCCC2)cc1S(=O)(=O)N1CCOCC1 the results were MBD2 inh -4, UHRF1 binding -4, Rev-erbA mod 0, LEDGF integ inh -2, rCAG RNA binder 0, TCR-CD3 inh 12, PG9 Ab binder -0.1, HTRA1 inh -3, mABHD4 FP 6 and PRMT1 FP inh 0.
`CC(NC(=O)OC(C)(C)C)C(=O)NC(CCC(=O)OCc1ccccc1)C(N)=O` (configuration not stated) gave MBD2 inh -3, UHRF1 binding 1, Rev-erbA mod -8, LEDGF integ inh 0, rCAG RNA binder -6, TCR-CD3 inh 9, PG9 Ab binder 0.5, HTRA1 inh 9, mABHD4 FP -3 and PRMT1 FP inh -3.
Screening CCC(=O)Nc1ccc(/C(C)=N/NC(=O)c2c(Br)c(C)nn2C)cc1 returned MBD2 inh 1, UHRF1 binding -2, Rev-erbA mod 1, LEDGF integ inh -2, rCAG RNA binder -4, TCR-CD3 inh -2, PG9 Ab binder -0.2, HTRA1 inh -3, mABHD4 FP 1 and PRMT1 FP inh 0.
`COc1ccc(-c2noc(CSc3nc(N)c(-c4ccccc4)c(=O)[nH]3)n2)cc1OC` gave MBD2 inh 0, UHRF1 binding -3, Rev-erbA mod 0, LEDGF integ inh -1, rCAG RNA binder 6, TCR-CD3 inh 8, PG9 Ab binder 1.0, HTRA1 inh 1, mABHD4 FP -7 and PRMT1 FP inh 1.

Structural class, those above containing a Cl atom
For O=C(Nc1ccc(Cl)cc1)[C@@H]1[C@@H]2C(=O)N(c3ccc4ccccc4c3)C(=O)[C@@H]2[C@H]2C=CC=NN21 the results were MBD2 inh 0, UHRF1 binding -2, Rev-erbA mod -3, LEDGF integ inh -1, rCAG RNA binder 33, TCR-CD3 inh -1, PG9 Ab binder -0.3, HTRA1 inh -26, mABHD4 FP -9 and PRMT1 FP inh 3.
Screening O=C(COc1cc(Cl)c(Cl)cc1Cl)Nn1cnnc1 returned MBD2 inh 5, UHRF1 binding -2, Rev-erbA mod 0, LEDGF integ inh -2, rCAG RNA binder 0, TCR-CD3 inh 6, PG9 Ab binder 0.4, HTRA1 inh 5, mABHD4 FP 6 and PRMT1 FP inh 1.

Additional results:
COc1ccccc1C1CC(c2ccco2)=NN1S(C)(=O)=O (configuration not stated) was read as MBD2 inh 1, UHRF1 binding -2, Rev-erbA mod 3, LEDGF integ inh -2, rCAG RNA binder 0, TCR-CD3 inh 6, PG9 Ab binder 0.1, HTRA1 inh 0, mABHD4 FP -1 and PRMT1 FP inh -5.
For Cc1ccc2ccccc2c1C(O)c1ncc(-c2ccccc2)[nH]1 (configuration not stated) the results were MBD2 inh 4, UHRF1 binding 1, Rev-erbA mod -5, LEDGF integ inh -3, rCAG RNA binder 3, TCR-CD3 inh -11, PG9 Ab binder -1.7, mABHD4 FP -3 and PRMT1 FP inh 1.
CCOc1ccc(CNC(=O)CCC(=O)N2Cc3ccccc3Oc3ncccc32)cc1 was read as MBD2 inh 0, UHRF1 binding 0, Rev-erbA mod -1, LEDGF integ inh 4, rCAG RNA binder -3, TCR-CD3 inh 6, PG9 Ab binder 0.8, HTRA1 inh -1, mABHD4 FP 0 and PRMT1 FP inh 0.
`COc1ccc(CCNS(=O)(=O)c2ccc3c(c2)oc(=O)n3C)cc1OC` gave MBD2 inh 3, UHRF1 binding -1, Rev-erbA mod -7, LEDGF integ inh -2, rCAG RNA binder -1, TCR-CD3 inh 3, PG9 Ab binder -0.8, HTRA1 inh -1, mABHD4 FP 6 and PRMT1 FP inh -3.
Cc1ccc(NC(=O)COC(=O)CCC(=O)c2ccc(Cl)cc2)cc1S(=O)(=O)N(C)C was read as MBD2 inh -1, UHRF1 binding 0, Rev-erbA mod -5, LEDGF integ inh -1, rCAG RNA binder 7, TCR-CD3 inh -3, PG9 Ab binder -0.5, HTRA1 inh -9, mABHD4 FP 8 and PRMT1 FP inh 0.
O=C(c1ccccn1)N1CCN(S(=O)(=O)c2cccc(Br)c2)CC1 was read as MBD2 inh -3, UHRF1 binding 2, Rev-erbA mod 11, LEDGF integ inh 1, rCAG RNA binder 0, TCR-CD3 inh 7, PG9 Ab binder -0.8, HTRA1 inh 4, mABHD4 FP -4 and PRMT1 FP inh 2.
`CN(C)c1ccc(C(=S)N2CCN(S(=O)(=O)c3ccccc3)CC2)cc1` gave MBD2 inh -4, UHRF1 binding 2, Rev-erbA mod 0, LEDGF integ inh -2, rCAG RNA binder -1, TCR-CD3 inh 3, PG9 Ab binder -0.3, HTRA1 inh -1, mABHD4 FP 5 and PRMT1 FP inh 1.
Screening O=C(c1ccco1)N1CCN(C(=O)N2CCOCC2)CC1 returned MBD2 inh 9, UHRF1 binding 6, Rev-erbA mod 5, LEDGF integ inh 4, rCAG RNA binder 0, TCR-CD3 inh -4, PG9 Ab binder 2.5, HTRA1 inh -1, mABHD4 FP -9 and PRMT1 FP inh 1.
`COc1cc(CCCN2C(N)=NC[C@@H]2Cc2ccc(O)cc2)cc(OC)c1OC` gave MBD2 inh 0, UHRF1 binding -1, Rev-erbA mod -7, LEDGF integ inh -3, rCAG RNA binder 4, TCR-CD3 inh 6, PG9 Ab binder 0.1, HTRA1 inh -1, mABHD4 FP 9 and PRMT1 FP inh -3.
For Cc1ccc(C)c(OC(C)C(=O)Nc2ccc(S(=O)(=O)Nc3nccs3)cc2)c1 (configuration not stated) the results were MBD2 inh -5, UHRF1 binding -4, Rev-erbA mod 2, LEDGF integ inh 3, rCAG RNA binder 55*, TCR-CD3 inh 4, PG9 Ab binder -0.4, HTRA1 inh -4, mABHD4 FP 17 and PRMT1 FP inh 1.
`O=C(Nc1cccc(C(F)(F)F)c1)c1cnccn1` gave MBD2 inh 4, UHRF1 binding -2, Rev-erbA mod 0, LEDGF integ inh 3, rCAG RNA binder -5, TCR-CD3 inh 5, PG9 Ab binder 0.9, mABHD4 FP -1 and PRMT1 FP inh -3.
CCOC(=O)c1cnc(SCC(=O)c2ccccc2)nc1N was read as MBD2 inh 5, UHRF1 binding 0, Rev-erbA mod 1, LEDGF integ inh 2, rCAG RNA binder -3, TCR-CD3 inh 5, PG9 Ab binder -4.0, HTRA1 inh -9, mABHD4 FP 1 and PRMT1 FP inh 7.
Screening CC(=O)C1=C(C)N=c2s/c(=C/c3ccc4c(c3)OCO4)c(=O)n2C1c1ccc(N(C)C)cc1 (configuration not stated) returned MBD2 inh -1, UHRF1 binding -1, Rev-erbA mod 11, LEDGF integ inh 8, rCAG RNA binder 9, TCR-CD3 inh -1, PG9 Ab binder -0.8, HTRA1 inh 2, mABHD4 FP -7 and PRMT1 FP inh -1.
`CCN(CC)C(=O)/C(=C\c1ccc(Br)cc1)NC(=O)c1ccccc1OC` gave MBD2 inh -6, UHRF1 binding 0, Rev-erbA mod -3, LEDGF integ inh 3, rCAG RNA binder -6, TCR-CD3 inh 9, PG9 Ab binder -0.2, HTRA1 inh -10, mABHD4 FP 3 and PRMT1 FP inh 0.
Screening COc1ccc(NC(=O)Nc2cccc([N+](=O)[O-])c2)cc1Cl returned MBD2 inh 0, UHRF1 binding -3, Rev-erbA mod 6, LEDGF integ inh -2, rCAG RNA binder 26, TCR-CD3 inh -1, PG9 Ab binder -1.2, HTRA1 inh -28, mABHD4 FP -2 and PRMT1 FP inh 0.
Screening CC1(C)CCC(=O)N(c2ccccc2)C1=O returned MBD2 inh 1, UHRF1 binding 0, Rev-erbA mod 0, LEDGF integ inh 2, rCAG RNA binder -1, TCR-CD3 inh -14, PG9 Ab binder 0.9, HTRA1 inh 0, mABHD4 FP 7 and PRMT1 FP inh 2.
`CCCCNC(=O)C1(C)CCC(=O)N1CCCn1ccnc1` (configuration not stated) gave MBD2 inh -3, UHRF1 binding 0, Rev-erbA mod 2, LEDGF integ inh 1, rCAG RNA binder 3, TCR-CD3 inh 7, PG9 Ab binder -2.7, mABHD4 FP -1 and PRMT1 FP inh -3.
CC(=O)OCC[C@H](NS(=O)(=O)OCC(Cl)(Cl)Cl)c1ccccc1 was read as MBD2 inh -1, UHRF1 binding -4, Rev-erbA mod -4, LEDGF integ inh 3, rCAG RNA binder -4, TCR-CD3 inh 0, PG9 Ab binder -2.7, HTRA1 inh 0, mABHD4 FP 5 and PRMT1 FP inh 0.
`CC(=O)/C(C(=N)N1CCN(Cc2ccccc2)CC1)=C(\C)O` gave MBD2 inh 10, UHRF1 binding 15, Rev-erbA mod -4, LEDGF integ inh -3, rCAG RNA binder -4, TCR-CD3 inh 3, PG9 Ab binder -0.8, HTRA1 inh -7, mABHD4 FP 6 and PRMT1 FP inh 3.
Screening N#CCC[C@@H]1CC[C@]2(CCCN(C(=O)c3ccno3)C2)O1 returned MBD2 inh 1, UHRF1 binding 3, Rev-erbA mod -4, LEDGF integ inh 3, rCAG RNA binder 0, mABHD4 FP 0 and PRMT1 FP inh -4.
`CCN(CC(=O)Nc1ccc(C(C)=O)cc1)CC(=O)Nc1cccc(OC)c1` gave MBD2 inh 5, UHRF1 binding 2, Rev-erbA mod -1, LEDGF integ inh -4, rCAG RNA binder -4, TCR-CD3 inh 0, PG9 Ab binder -1.2, HTRA1 inh -5, mABHD4 FP 0 and PRMT1 FP inh -1.
